Screening results as filed in PubChem.
GLP1R cytotox = qHTS of GLP-1 Receptor Inverse Agonists: Cytotox Screen | HEK293 cAMP-luciferase reporter cells, luminescence, 24 h | Potency, µM (top dose mostly 38.3 µM), for the others: top-dose activity change, negative = inhibition, most hits filed as inhibitors | 410,000 tested, 0.13% active;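 also: loss of luciferase light is scored as toxicity; potency is read from the fitted curve at half-maximal effect; % is scaled to controls: 0 for no effect and ±100 for the full control effect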
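Luminescence readout: signal drop marks cytotoxicity. Plated cells grew 12 h at 37 °C, 5% CO2, received 23 nL compound for 24 h, then got luciferase reagent, read after 12 min at RT.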
IL2 activator = qHTS of IL-2 Activators. IL-2 activation reporter assay, cell-based qHTS; stimulated with anti-CD3/CD4/CD28 beads; in transgenic mouse T cells. activation, % (series mostly up to about 46 µM). 360,000 tested, 0.065% active; in the data active = activation above about 50%; inconclusive = mostly about 30% to 49%; also: 0% is about no effect
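Quantitative HTS in unstimulated transgenic mouse T cells, with memory T cells as non-tolerant control and PMA/ionomycin as tolerance-bypass control. Compound pretreatment lasted 60 minutes before 18 h bead stimulation; EGFP/DsRed fluorescence read.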
PTHR1 ag = qHTS for PTHR1 Agonists: Primary Screen | 410,000 tested, 0.075% active | AID 743266, 2014 | Potency, µM (titrated, usually from 115 µM), for inactives: at the top dose activation, usual class: activators | Parathyroid hormone/parathyroid hormone-related peptide receptor (Homo sapiens), Q03431 | HEK293 GP2 PTHR1 cells, GloSensor cAMP luminescence, 1 h; also: potency is read from the fitted curve at half-maximal effect; nearly all actives have a fitted effect of over 55% in size; some results filed as inactive show a strong effect at the top dose; inactives centre near -15; many of its hits are not listed in these tables
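HEK-293-derived GP2 cells expressing PTHR1 and a GloSensor cAMP reporter, 3,000/well, plated overnight, given luciferin plus IBMX (each 0.5 mM as added) for 1 h at 37 °C, then compound for 1 h at 37 °C. Luminescence was read after 15 min at room temperature.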
GLP1R inv ag = qHTS of GLP-1 Receptor Inverse Agonists (Inhibition Mode) | Glucagon-like peptide 1 receptor (Homo sapiens), P43220 | 410,000 tested, 1.6% active | HEK293 GLP-1R CRE-luciferase, luminescence, 24 h; GLP-1R form is constitutively active | Potency, µM (top dose mostly 38.3 µM), for inactives: at the top dose activity change, negative = inhibition, actives largely listed as inhibitors | AID 624417, 2012; also: potency is read from the fitted curve at half-maximal effect; % is scaled to controls: 0 for no effect and ±100 for the full control effect; nearly all actives have a fitted effect of over 55% in size
Target sequence (P43220 whole entry, looked up): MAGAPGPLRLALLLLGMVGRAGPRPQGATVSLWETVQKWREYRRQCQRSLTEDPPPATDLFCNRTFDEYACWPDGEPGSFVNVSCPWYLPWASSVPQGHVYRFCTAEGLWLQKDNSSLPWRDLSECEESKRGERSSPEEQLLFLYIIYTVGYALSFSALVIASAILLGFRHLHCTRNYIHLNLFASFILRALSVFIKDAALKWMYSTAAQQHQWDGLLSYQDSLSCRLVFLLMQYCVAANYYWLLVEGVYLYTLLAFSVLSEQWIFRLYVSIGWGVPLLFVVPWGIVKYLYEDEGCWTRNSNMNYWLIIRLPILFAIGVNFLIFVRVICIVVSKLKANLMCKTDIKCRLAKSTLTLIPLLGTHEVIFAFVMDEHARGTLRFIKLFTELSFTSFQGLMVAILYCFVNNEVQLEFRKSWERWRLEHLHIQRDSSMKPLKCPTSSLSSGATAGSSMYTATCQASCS
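Readout was luciferase luminescence, measured 12 min after detection reagent at room temperature. Beforehand, GLP-1R reporter HEK293 cells had sat 12 h, then received compounds for 24 hr at 37 deg C.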
GLP-1R agonist = qHTS of GLP-1 Receptor Agonists. HEK293 GLP-1R CRE-luciferase, luminescence, 4-6 h; cells express a hypersensitive GLP-1R form. Potency, µM (doses to about 45.6 µM), for the others: at the highest dose activation, most hits filed as activators. 380,000 tested, 0.007% active. AID 624172, 2012; also: potency is read from the fitted curve at half-maximal effect; % of control where 0% means no effect
PI5P4K alpha inh = qHTS for Inhibitors of phosphatidylinositol 5-phosphate 4-kinase (PI5P4K); max response, %; 330,000 tested, 1.2% active; Phosphatidylinositol 5-phosphate 4-kinase type-2 alpha (Homo sapiens), P48426; PI5P4Kalpha enzyme, ADP-Glo luminescence, 60 min; hits give low values; active = max response of -50% or lower; inconclusive = between -30% and -50%; inactive = -30% or higher; also: value at the top dose of about 77 µM; % is scaled to controls: 0 for no effect and ±100 for the full control effect
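ADP-Glo luminescence end-point read after a 60 min room-temperature kinase reaction of PI5P4Kalpha plus substrate, initiated with ATP at 5 microM final. Buffer: 0.038 M HEPES pH 7.4, EGTA, 0.1% CHAPS, 5% DMSO.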
EPAC1 agonist = qHTS for Agonist of cAMP-regulated guanine nucleotide exchange factor 3 (EPAC1): primary screen. EPAC1 agonist qHTS, biochemical assay; response scale: 100% = response to 6.5 mM cAMP. 360,000 tested, 0.073% active. AID 720707, 2013. Potency, µM (series often up to 154 µM), for inactives: top-dose activation, actives largely listed as activators; also: potency is read from the fitted curve at half-maximal effect; nearly all actives have a fitted effect of over 60% in size
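Fluorescent GDP-exchange assay: 100 nM EPAC1 with 250 nM Rap1B preloaded with BODIPY-GDP and 50 uM GDP; compounds tested as concentration series, 5 min at room temperature, then read every 5 min for 30 min (ex 480/em 540 nm); normalized to 6.5 mM cAMP.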
PLK1 PBD inh = qHTS for Inhibitors of PLK1-PDB (polo-like kinase 1 - polo-box domain): Primary Screen | Serine/threonine-protein kinase PLK1 (Homo sapiens), P53350 | Plk1 PBD binding of FITC phosphopeptide, fluorescence polarization | Potency, µM, for the others: max response, negative = inhibition, usual class: inhibitors | 360,000 tested, 2.8% active; also: potency is read from the fitted curve at half-maximal effect; series mostly up to about 57 µM; % is scaled to controls: 0 for no effect and ±100 for the full control effect; nearly all actives have a fitted effect of over 65% in size
Target sequence (P53350 whole entry, looked up, the tested form may be a part): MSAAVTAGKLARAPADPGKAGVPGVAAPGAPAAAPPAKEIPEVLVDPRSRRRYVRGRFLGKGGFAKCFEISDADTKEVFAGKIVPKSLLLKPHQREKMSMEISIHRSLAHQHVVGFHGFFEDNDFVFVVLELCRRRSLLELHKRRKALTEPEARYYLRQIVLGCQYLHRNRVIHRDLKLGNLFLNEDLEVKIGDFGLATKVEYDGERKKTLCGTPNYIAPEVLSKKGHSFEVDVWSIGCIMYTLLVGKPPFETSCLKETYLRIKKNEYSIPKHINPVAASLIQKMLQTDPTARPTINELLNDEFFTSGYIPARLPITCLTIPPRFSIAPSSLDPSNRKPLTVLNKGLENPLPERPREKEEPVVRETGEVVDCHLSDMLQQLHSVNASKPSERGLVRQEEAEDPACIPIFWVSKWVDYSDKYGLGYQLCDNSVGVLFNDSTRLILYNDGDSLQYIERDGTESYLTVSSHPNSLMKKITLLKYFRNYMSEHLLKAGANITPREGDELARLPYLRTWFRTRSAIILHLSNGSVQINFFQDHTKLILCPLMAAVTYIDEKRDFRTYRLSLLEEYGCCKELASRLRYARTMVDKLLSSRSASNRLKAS
EPAC1 antagonist = qHTS for Antagonist of cAMP-regulated guanine nucleotide exchange factor 3 (EPAC1): primary screen. Rap guanine nucleotide exchange factor 3 (Homo sapiens), O95398. EPAC1 GEF assay, Rap1b-BODIPY-GDP exchange fluorescence. Potency, µM (top dose mostly 115 µM), for the others: at the highest dose activity change, negative = inhibition, actives largely listed as inhibitors. 360,000 tested, 0.14% active. AID 720709, 2013;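 also: potency is read from the fitted curve at half-maximal effect; plate controls were vehicle for no effect and positive control for full effect; nearly all actives have a fitted effect of over 50% in size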
Active calls of the source: *; i = inactive; u = inconclusive; x = not tested or not shown; & = joins results of further samples; [ ] = another dose, or the depositor's remark. Unless noted, calls follow the shape of the dose curve; as a rule, active = well fitted curve in the direction sought with a large enough effect; inconclusive = small, poorly fitted or top-dose-only effect, or another doubt; inactive = no such curve, though single readings can be large; an effect the other way counts as inactive or inconclusive. Not all compounds are listed; rates above refer to the full screens.

SMILES	GLP1R cytotox	IL2 activator	PTHR1 ag	GLP1R inv ag	GLP-1R agonist	PI5P4K alpha inh	EPAC1 agonist	PLK1 PBD inh	EPAC1 antagonist
CCCCNc1ncnc2c1cnn2-c1ccc(Cl)cc1	8%	-3.0	-77%[inhibitor]	u	5%	6	-16%	-6%	-2%
Cn1ncc(Cl)c1C(=O)NNC(=O)Nc1cccc2ccccc12	-10%	-3.3	i	-10%	2%	-2	-2%	-8%	-2%
Cc1cc(Cl)c2ccccc2n1	17%	-0.1	i	27%	4%	2	-4%	-5%	-17%
O=C(CCS(=O)(=O)c1ccccc1)Nc1ccc2c(c1)OCO2	-5%	0.6	-11%	4%	4%	u	-3%	u	-11%
CC1(C)Cc2c(sc(NC(=O)C(=O)N3CCCCC3)c2C(N)=O)CO1	-6%	3.4	-24%	8%	3%	-2	-15%	0%	23%
Cc1ccc(S(=O)(=O)N2CCN(CCc3ccncc3)CC2)cc1	0%	0.7	i	-20%	13%	-1	12%	-5%	-5%
CC(=O)OCCNc1cc(SC(C)C)c2nonc2c1[N+](=O)[O-]	-19%	0.6	-14%	-1%	10%	0	-6%	-6%	-8%
Cc1ccc(S(=O)(=O)N2CCC(C(=O)N3CCC(C(=O)NCC4CCCO4)CC3)CC2)cc1 (stereo not drawn)	7%	0.5	i	-6%	-7%	x	-3%	-11%	7%
O=C(CNC(=S)N(CCCN1CCOCC1)Cc1cccs1)NC1CCCCC1	2%	-2.3	8%	2%	3%	-4	-10%	-5%	5%
O=C(CSc1nc2c(cnn2-c2ccc(F)cc2)c(=O)[nH]1)N1CCCCC1	-13%	-0.3	-17%	-3%	-2%	x	11%	0%	-3%
Cc1ccc(C)c(OCCCC(=O)O)c1	10%	4.6	-23%[57.5 µM]	5%	12%	6	1%	-6%	2%
NC1=NC(=O)C2(COC(c3ccncc3)OC2)S1 (stereo not drawn)	22%	1.6	-5%	12%	2%	13	-10%	-23%	-12%
NCCC(=O)NC[C@H]1O[C@@H](n2cnc3c(N)ncnc32)[C@H](O)[C@@H]1O	2%	0.1	-23%	11%	2%	-2	6%	-14%	-7%
Cc1ccc(/C=C2\SC(=S)N(NS(=O)(=O)c3ccc(C)cc3)C2=O)cc1	-4%	-0.7	-2%	u	-3%	-20	11%	27µM*	u
Cc1ccn2cc(-c3cccc(NC(=O)CCC(=O)O)c3)nc2c1	10%	3.4	-25%	-25%	-4%	-3	11%	5%	-7%
CCCc1cc(C(=O)OC)c(NC(=O)CCCC(=O)O)s1	-2%	-2.7	-19%	55%[activator]	2%	5	-8%	-10%	-6%
Cc1sc(NC(=O)Cn2cnnn2)nc1-c1ccc(Cl)cc1	6%	1.5	-3%	-29%	-6%	3	1%	-1%	-4%
Cn1ccnc1Sc1nnnn1-c1ccccc1	5%	0.5	i	5%	-9%	-1	-8%	-1%	0%
CCCCCCOC(=O)c1ccc(N)cc1	5%	-0.5	-3%	-63%	7%	24	-10%	-7%	-34%
Cc1nc(-c2cccnc2)sc1C(=O)Nc1ccc(F)cc1F	-15%	0.9	i	0%	-7%	-2	0%	0%	-27%
Cc1onc(-c2c(Cl)cccc2Cl)c1NC(=O)N1CCSCC1	4%	-0.4	i	12%	1%	-6	-5%	5%	24%
OCCC#Cc1ccc(CN2CCN(C3CCCCC3)C(CCO)C2)cc1 (stereo not drawn)	-14%	-0.2	-16%	-15%	-1%	0	6%	-4%	6%
CCOC(=O)C1=C(CS(=O)(=O)c2ccc(F)c(C)c2)NC(=O)NC1c1ccc(O)c(O)c1 (stereo not drawn)	-6%	-2.8	i	11%	-2%	5	-5%	-7%	-8%
O=C(CSc1nc2cc(Cl)ccc2s1)NCc1ccc2c(c1)OCO2	16%	-0.8	i	10%	7%	2	-3%	-8%	-18%
O=C(NCc1cccs1)c1ccc2sc(C3=C[C@@H](O)[C@@H](O)[C@@H](CO)O3)nc2c1	6%	0.9	5%	10%	-2%	-15	-6%	-12%	31%[activator]
CCN(CC)c1ncnc2c1ncn2[C@H]1CN(Cc2ccc3c(c2)OCO3)C[C@@H](CO)O1	-3%	-0.7	0%	26%	29%	-9	-14%	-6%	-25%
CC(C)C(c1nnnn1Cc1ccco1)N1CCN(c2cccc(Cl)c2)CC1 (stereo not drawn)	-24%	-3.1	i	u	-2%	3	9%	-7%	1%
O=c1c([N+](=O)[O-])cccn1Cc1ccccc1Cl	-12%	-1.5	-26%	-27%	-2%	4	6%	-2%	6%
O=C1CCc2cc(S(=O)(=O)N3CCN(c4ccccc4F)CC3)ccc2N1	3%	2.2	-13%	4%	0%	x	4%	-3%	1%
Cc1ccc(S(=O)(=O)N2CCCN(c3nc4cc(C)ccc4cc3C#N)CC2)cc1	74%[activator]	-0.5	-2%[57.5 µM]	0%	2%	x	17%	8%	4%

Entries of single compounds, quoted from the list. Order of values: GLP1R cytotox	IL2 activator	PTHR1 ag	GLP1R inv ag	GLP-1R agonist	PI5P4K alpha inh	EPAC1 agonist	PLK1 PBD inh	EPAC1 antagonist
`OCCC#Cc1ccc(CN2CCN(C3CCCCC3)C(CCO)C2)cc1` (stereo not drawn) across the screens: -14%	-0.2	-16%	-15%	-1%	0	6%	-4%	6%
`O=c1c([N+](=O)[O-])cccn1Cc1ccccc1Cl` across the screens: -12%	-1.5	-26%	-27%	-2%	4	6%	-2%	6%

Continuation:
SMILES	GLP1R cytotox	IL2 activator	PTHR1 ag	GLP1R inv ag	GLP-1R agonist	PI5P4K alpha inh	EPAC1 agonist	PLK1 PBD inh	EPAC1 antagonist
C/C=C/C1=CC(=O)C[C@H](c2ccc(Cl)cc2)C1	u	-1.2	-21%	-9%	4%	1	-9%	-9%	0%
Cc1ccc(CSc2nnc(NC(=O)C3=COCCO3)s2)cc1	3%	1.0	-34%[inhibitor]	-11%	-3%	-8	-8%	-22%	5%
O=C(Nc1nc2c(Cl)c(Cl)ccc2s1)C1CC1	-17%	-3.5	-40%	-9%	12%	2	-10%	-15%	-15%
CC(=O)Nc1ccc(S(=O)(=O)Nc2ccccc2C(=O)N2CCCCC2)cc1	-2%	0.3	i	-10%	7%	-9	1%	-5%	17%
O=C(O)c1ccc(-c2nnc(-c3cccc(Br)c3)o2)cc1	-16%	3.1	-3%	4%	-8%	-3	-1%	-11%	-10%
Cc1ccc(CNC(=O)C(=O)NCCC2CCCCN2S(=O)(=O)c2ccc(C)cc2)cc1 (stereo not drawn)	-1%	-0.5	-37%[inhibitor]	u	1%	5	-3%	-3%	-14%
Cc1ccc(OCc2ccc(C(=O)O)o2)c([N+](=O)[O-])c1	-2%	-0.5	i	-12%	-13%	-17	1%	-5%	-19%
Cc1cccc(C)c1NC(=O)CN(C)C(=O)c1ccc(N2C(=O)CCC2=O)cc1	6%	-0.5	i	6%	-4%	12	-6%	-2%	7%
NC(=O)C1CCCN1S(=O)(=O)c1ccc2ccccc2c1 (stereo not drawn)	-13%	-1.1	u	-1%	0%	-1	7%	2%	5%
Clc1ccc2nc(C3CCCCC3)c(Cc3ccccc3)n2c1	-1%	-0.8	-15%	29%	3%	2	19%	-14%	1%

Results in GLP1R cytotox and GLP1R inv ag, for some of the entries so far:
Structure	GLP1R cytotox	GLP1R inv ag
O=C(O)c1ccc(-c2nnc(-c3cccc(Br)c3)o2)cc1	-16%	4%
NC(=O)C1CCCN1S(=O)(=O)c1ccc2ccccc2c1 (stereo not drawn)	-13%	-1%
CC(=O)Nc1ccc(S(=O)(=O)Nc2ccccc2C(=O)N2CCCCC2)cc1	-2%	-10%
Clc1ccc2nc(C3CCCCC3)c(Cc3ccccc3)n2c1	-1%	29%
Cc1ccc(CSc2nnc(NC(=O)C3=COCCO3)s2)cc1	3%	-11%
Cc1ccc(CNC(=O)C(=O)NCCC2CCCCN2S(=O)(=O)c2ccc(C)cc2)cc1 (stereo not drawn)	-1%	u

Further results:
SMILES	GLP1R cytotox	IL2 activator	PTHR1 ag	GLP1R inv ag	GLP-1R agonist	PI5P4K alpha inh	EPAC1 agonist	PLK1 PBD inh	EPAC1 antagonist
O=C(CC(Nc1ccccc1)c1ccccc1)C1CC1 (stereo not drawn)	-3%	1.5	-40%	-25%	1%	-2	-6%	4%	9%
Nc1nnc(-c2ccc([N+](=O)[O-])o2)s1	u	-0.9	-76%[inhibitor]	7%	1%	3	1%	-15%	-7%
CCCCNC(=O)CN1C(=O)COc2ccc(S(=O)(=O)N3CCCCCC3)cc21	-4%&-5%	-0.1	-45%[inhibitor]	u	1%&-1%	-5	-2%	4%	-12%
COc1cccc(CN2CCNC(=O)C2CC(=O)NC2Cc3ccccc3C2)c1 (stereo not drawn)	-1%	0.4	i	10%	2%	-3	-2%	-13%	-3%

3 compounds already listed, sorted by the value under PI5P4K alpha inh, high to low:
mol	PTHR1 ag	GLP1R inv ag	GLP-1R agonist	PI5P4K alpha inh	PLK1 PBD inh	EPAC1 antagonist
Nc1nnc(-c2ccc([N+](=O)[O-])o2)s1	-76%[inhibitor]	7%	1%	3	-15%	-7%
COc1cccc(CN2CCNC(=O)C2CC(=O)NC2Cc3ccccc3C2)c1 (stereo not drawn)	i	10%	2%	-3	-13%	-3%
CCCCNC(=O)CN1C(=O)COc2ccc(S(=O)(=O)N3CCCCCC3)cc21	-45%[inhibitor]	u	1%&-1%	-5	4%	-12%
